DT40 TDP1 no CPT: qHTS for Inhibitors of human tyrosyl-DNA phosphodiesterase 1 (TDP1): qHTS in cells in absence of CPT; Potency, µM (top dose mostly 46.2 µM), without a hit: top-dose activity change, negative = growth inhibition, hits mostly inhibitors; DT40 Tdp1-/- hTDP1 cells, no CPT, ATP luminescence, 48 h; 420,000 compounds, 15% hits; also: nearly all actives have a fitted effect of over 55% in size
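Growth of hTDP1-complemented DT40 Tdp1-knockout cells is measured by ATP luminescence after at least 48 hr compound exposure at 37 °C, with DMSO substituting for the 20 nM CPT used in the parallel screen.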
TDP1 block: qHTS Assay for Inhibitors of Tyrosyl-DNA Phosphodiesterase (TDP1) | recombinant TDP1, AlphaScreen DNA substrate cleavage | Potency, µM (series often up to 130 µM), inactives show at the highest dose activity change, negative = inhibition, usual class: inhibitors | 350,000 compounds, 0.28% hits | AID 485290, 2010; also: nearly all actives have a fitted effect of over 40% in size
Target sequence (Q9NUW8 whole entry, looked up): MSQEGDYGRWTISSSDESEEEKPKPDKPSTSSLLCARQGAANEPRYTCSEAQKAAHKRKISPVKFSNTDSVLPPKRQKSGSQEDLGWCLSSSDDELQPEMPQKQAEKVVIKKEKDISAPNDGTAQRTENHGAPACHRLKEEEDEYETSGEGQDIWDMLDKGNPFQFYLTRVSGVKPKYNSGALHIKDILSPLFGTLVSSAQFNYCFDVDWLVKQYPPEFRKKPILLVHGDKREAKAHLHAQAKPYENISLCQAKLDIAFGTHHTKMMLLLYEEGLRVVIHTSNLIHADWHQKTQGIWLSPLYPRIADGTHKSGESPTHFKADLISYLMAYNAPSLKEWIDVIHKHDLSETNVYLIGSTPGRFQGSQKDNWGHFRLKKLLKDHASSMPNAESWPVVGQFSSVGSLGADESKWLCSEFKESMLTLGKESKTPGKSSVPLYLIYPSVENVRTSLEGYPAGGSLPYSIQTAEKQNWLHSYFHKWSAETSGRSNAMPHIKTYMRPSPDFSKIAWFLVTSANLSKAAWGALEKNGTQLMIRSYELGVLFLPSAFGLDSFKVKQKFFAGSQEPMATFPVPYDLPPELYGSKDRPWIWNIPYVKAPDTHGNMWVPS
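Recombinant E. coli-expressed Tdp1 (1 nM) preincubated with compound 15 min at RT, then 5'-biotin/3'-phosphotyrosine-FITC DNA substrate (15 nM) added for 5 min. AlphaScreen beads (10 ug/ml) added, 10 min RT; tyrosine-FITC cleavage read as signal loss.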
DT40 TDP1 CPT: qHTS for Inhibitors of human tyrosyl-DNA phosphodiesterase 1 (TDP1): qHTS in cells in presence of CPT; 420,000 compounds, 12% hits; chicken DT40 Tdp1-/-;hTDP1 cells + 20 nM CPT, ATP luminescence, 48 h; Potency, µM (top dose mostly 46.2 µM), inactives show top-dose activity change, negative = growth inhibition, usual class: inhibitors; also: nearly all actives have a fitted effect of over 55% in size
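Cell growth measured by CellTiter-Glo luminescence after a minimum 48 h, 37 C compound exposure with 20 nM CPT in Tdp1-knockout DT40 cells stably expressing hTDP1, seeded 400/well; qHTS titration format.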
The depositor's hits bear a star; ? = inconclusive; . = no result given; & = joins results of further samples; [ ] = remark or other dose. Calls follow the shape of the dose curve; as a rule, active = well fitted curve in the direction sought with a large enough effect; inconclusive = small, poorly fitted or top-dose-only effect, or another doubt; inactive = no such curve, though single readings can be large; an effect the other way counts as inactive or inconclusive. % is scaled to controls: 0 for no effect and ±100 for the full control effect; potency is read from the fitted curve at half-maximal effect.

Results follow in this order: DT40 TDP1 CPT, TDP1 block, DT40 TDP1 no CPT
> Cc1ccc(C(=O)N/N=C/c2ccc3c(c2)OCO3)o1
→ -18%, 3%, -1%
> CCCOc1cc(C)c(S(=O)(=O)n2nnc3ccccc32)cc1C
→ 3%, 5%, -14%
> O=C(O)CCCC(=O)Nc1cc([N+](=O)[O-])ccc1O
→ 1%, ., 2%
> CC(NC(=O)c1ccccc1)C(=O)NNC(=O)c1ccccc1Cl (stereo not drawn)
→ -2%, 0%, 4%
> CN(c1ccc(Cl)cc1)c1cc2c(c3c1ccn3C)C1CCC2O1 (stereo not drawn)
→ ?, ., 23µM*
> Cn1c(=O)c(=O)n(C)c2cc(N3CCOCC3)c(NS(=O)(=O)c3ccc(F)c(Cl)c3)cc21
→ ?, 4%&3%, ?
> CCc1ccc(N=CC2=C(O)CC(c3ccco3)CC2=O)cc1 (stereo not drawn)
→ -10%, 5%, -22%
> COc1ccc(-c2n[nH]c(=S)n2N)c(OC)c1
→ -24%, 3%, -1%
> Cc1noc(/C=C/N(C)C)c1S(=O)(=O)N1CCCC(C(=O)NCCC2=CCCCC2)C1 (stereo not drawn)
→ 21µM*, ., 16µM*
> CC[C@@]12C(=O)N(c3cccc(F)c3)C(=O)N1[C@H](c1cccc(C)c1)[C@@H]1C(=O)N(Cc3ccccc3)C(=O)[C@@H]12
→ -17%, ., -18%
> Oc1ccc(-c2cnc(-c3ccc(O)cc3)nc2)cc1
→ 3%, 2%, ?
> Cc1cccc(-n2c(C)nc3ccsc3c2=O)c1
→ -13%, ., -32%
> CCOc1ccc(C(=O)OCc2cc(=O)n3nc(C4CC4)sc3n2)cc1
→ 1%, 2%, -22%
> O=C1c2ccncc2C(=O)N1CO
→ -29%, 2%, -13%
> Cc1ccc(C)c(CSc2nc3ccncc3n2CC(=O)Nc2ccc(N(C)C)cc2)c1
→ ?, 10%, ?
> Cc1nn(CC(=O)NCCCN2CCC(N3CCCCC3)CC2)c(=O)c2cc(-c3ccccc3)nn12
→ 7.3µM*, 1%, 4.1µM*
> Cc1cc(NC(CC(C)C)C(=O)O)nc(Cc2ccccc2)n1 (stereo not drawn)
→ -19%, 6%, -14%
> COC(=O)N/N=C/c1ccc(OC(=O)/C=C/c2ccco2)cc1
→ 4%, ., -45%
> Cc1ccc(C)c(N2CCN(C(c3ccc(N(C)C)cc3)c3nnnn3C(C)(C)C)CC2)c1 (stereo not drawn)
→ ?, 7%, ?
> CSc1ccccc1NC(=O)CN(C)C(=O)c1ccc(NC(=O)c2cccs2)cc1
→ ?, 2%, ?
> CCN(CC)c1ccc(C(=O)N2CCC(c3c[nH]c4ccccc34)(c3c[nH]c4ccccc34)CC2)cc1
→ ?, 8%, ?
> O=P1(O)C=C(c2ccccc2)NC(c2ccccc2)=C1
→ -8%, -4%, -15%
> O=C(CN1CCc2cc3c(cc2C1)OCCCO3)Nc1cccc([N+](=O)[O-])c1
→ ?, 6%, ?
> CCOC(=O)CSc1nc2ccccc2n1C(=O)OCC
→ 12%, 2%, -2%
> O=C(CCC(=O)N1CCSc2ccccc21)NCc1cccc(Cl)c1
→ ?, ., ?
> CSc1nc2ccccc2n1CC(=O)Nc1ccccc1
→ 5.2µM*, 2%, 18µM*
> CC1(C(=O)NS(=O)(=O)c2ccc(C#N)cc2)CCN1C(=O)Cc1cccc2ccccc12 (stereo not drawn)
→ -14%, ., -1%
> CC[C@]12C(=O)N(C)C[C@H]([C@@H]3C(=O)N(Cc4ccccc4)C(=O)[C@@H]31)N2C(=O)c1ccc(C(C)(C)C)cc1
→ -11%, ., -18%
> Cc1ccc(-c2noc(CNCCCN(C)C)n2)cc1
→ -21%, -1%, -30%
> CCNC(=O)C[C@@H]1C=C[C@@H](NS(=O)(=O)c2ccc(F)cc2)[C@@H](CO)O1
→ 12%, ., 12%

(listing goes on)
Results follow in this order: DT40 TDP1 CPT, TDP1 block, DT40 TDP1 no CPT
> S=c1[nH]nc(-c2ccccn2)n1/N=C/c1ccco1
→ 0%, -4%, 0%
> CN(C)CCN(C)C1CN(Cc2ccc(F)cc2)S(=O)(=O)C1 (stereo not drawn)
→ -9%, ., -12%
> CCc1ccc2oc(-c3cc(NC(=O)c4cc([N+](=O)[O-])ccc4N4CCOCC4)ccc3Cl)nc2c1
→ ?, -1%, ?
> N/C(=N\OC(=O)CCc1ccccc1)c1ccccc1Cl
→ 7%, -8%, 14%
> COc1ccc(NC(=O)C(NCC(C)C)c2ccccc2)cc1Cl (stereo not drawn)
→ -13%, ?, -8%
> CCC1Oc2ccccc2N(CC(=O)NCCCN2CCC(C)CC2)C1=O (stereo not drawn)
→ ?, 2%, ?
> CCOC(=O)N1CCN(CCC(=O)Nc2ccc(C)cc2)CC1
→ -9%, 2%, 3%
> O=C(NC1(C(F)(F)F)NC(=O)N(c2ccc(F)cc2)C1=O)c1ccncc1 (stereo not drawn)
→ 9%, 3%, -8%
> O=C(O)CCn1cc(/C=C/C(=O)c2ccc(Cl)cc2)c(-c2ccc(Br)cc2)n1
→ 16µM*, 5%, 23µM*
> COc1ccc(C(C)(C)C)cc1NC(=O)CCn1[nH]c(=O)ccc1=O
→ -9%, 0%, -3%
> O=C(O)/C=C/c1ccc(S(=O)(=O)Nc2ccc(OCc3ccccc3)cc2)cc1
→ -20%, ., ?
> COc1ccc(NC(=O)c2ccc3oc(=O)c(S(=O)(=O)c4ccc(F)cc4)cc3c2)c(OC)c1
→ 1%, 2%, -19%
> Cc1oc2c(cc(NS(=O)(=O)c3ccc(C(C)C)cc3)c3ccccc32)c1C(=O)OCc1ccccc1
→ 21µM*, ., ?
> O=C(CN(Cc1ccccc1)C(=O)c1ccc2c(c1)OCCO2)NCc1ccc2c(c1)OCO2
→ ?, 8%, -23%
> COC(=O)c1sccc1NC(=O)c1ccc(OC)c(OC)c1
→ -6%, 1%, -35%
> Cn1c(SCC2CCCO2)nnc1C1CCN(Cc2ccc(-c3cccc(Cl)c3)o2)CC1 (stereo not drawn)
→ 0%[9.04 µM], ., ?
> CCc1ccc(OCc2nnc(SCC(=O)N3CCN(c4ccccc4)CC3)o2)cc1
→ -9%, 0%, -14%
> COC(=O)CNC(=O)/C=C/c1cc(Br)ccc1OC
→ -16%, 4%, -21%
> COCCNC(=O)c1cnn(-c2cccc(C)c2)c1-n1cccc1
→ ?, 0%, ?
> O=C(NC(=S)Nc1ccc2[nH]c(=O)[nH]c2c1)c1ccccc1Cl
→ 4%, 2%, -25%
> COc1ccc(OCCCC(=O)NNC(=O)CCN2CCN(c3ccccc3)CC2)cc1
→ -12%, 2%, -20%
> N/C(=N\OC(=O)c1cccs1)c1ccccc1
→ ?, 0%, ?
> O=C(Oc1ccccc1)N1CCC2(CC1)CN(c1ccccc1)C2
→ ?, ., ?
> COC(=O)c1c(C)[nH]c(C)c1-c1cccc([N+](=O)[O-])c1
→ ?, 6%, ?
> COc1ccc(C(C(=O)NCc2ccccc2)n2c(-c3ccccn3)nc3ccccc32)cc1 (stereo not drawn)
→ 16µM*, ., ?
> CC(=O)Oc1c(C)cccc1C(=O)O
→ 11%, 4%, 0%
> COC(=O)c1ccc2c(c1)C(C)(C)C(/C=C/c1ccc(OC)c(OC)c1OC)=[N+]2C
→ 0.82µM*, 6%, 0.65µM*
> C/C(=N\N1C(=O)CSC1=S)c1ccc(Br)cc1
→ 7%, ., 3%
> O=C(CNC(=O)c1ccccc1F)NCCc1ccccc1F
→ -4%, 0%[56.1 µM], 17%
> CCOC(=O)C1=CCN(S(=O)(=O)c2ccccc2Cl)C1c1ccccc1 (stereo not drawn)
→ ?, ., 23µM*

Whole records, looked up by structure:
Entry for COC(=O)CNC(=O)/C=C/c1cc(Br)ccc1OC → DT40 TDP1 CPT = -16%; TDP1 block = 4%; DT40 TDP1 no CPT = -21%
Entry for COc1ccc(NC(=O)c2ccc3oc(=O)c(S(=O)(=O)c4ccc(F)cc4)cc3c2)c(OC)c1 → DT40 TDP1 CPT = 1%; TDP1 block = 2%; DT40 TDP1 no CPT = -19%
Entry for O=C(O)/C=C/c1ccc(S(=O)(=O)Nc2ccc(OCc3ccccc3)cc2)cc1 → DT40 TDP1 CPT = -20%; TDP1 block = .; DT40 TDP1 no CPT = ?

New compounds follow
Results follow in this order: DT40 TDP1 CPT, TDP1 block, DT40 TDP1 no CPT
> CCOC(=O)c1c(S(=O)(=O)NCC2CCN(Cc3cccc(F)c3)CC2)c(C)n(C)c1C
→ -16%, 5%, -4%
> Cc1cc(C)c(S(=O)(=O)Nc2cnc3ccccc3c2)c(C)c1
→ ?, 4%, ?
> N#Cc1cccc(NC(=O)c2cc(C3CCCCN3C(=O)c3ccccc3)on2)c1 (stereo not drawn)
→ 18µM*, ., 10µM*
> NS(=O)(=O)c1cccc(NC(=O)COC(=O)CNC(=O)c2ccc(-c3ccccc3)cc2)c1
→ -7%, 4%, 17%
> Cc1c(C)c2c(OCC(=O)N3CCC[C@H]3C(=O)O)cc3c(c2oc1=O)CCC(C)(C)O3
→ 7%, ., -2%
> Cc1noc(C)c1NC(=O)Nc1ccc2c(c1)C(=O)N([C@H](C)CO)C[C@H](C)[C@@H](CN(C)S(=O)(=O)c1c(C)noc1C)O2
→ 1%, -14%, -4%
> O=C(Oc1ccc(Br)cc1C(=S)N1CCOCC1)c1ccc(F)cc1
→ -24%, 3%, -8%
> N#Cc1ccc(CC(=O)c2ccccc2)[nH]c1=O
→ 10%, ., 6%
> CCCNC(=O)c1ccc2c(c1)nc(C)n2-c1cccc(Cl)c1
→ -37%, ., -9%
> COCCn1c(=O)[nH]c2cc(C(=O)Nc3ccc(OC)c(Cl)c3)ccc2c1=O
→ -3%, 5%, 0%
> CCOC(=O)c1oc2c(c1C)C(=O)CCC2
→ -28%, 3%, -2%
> COc1ccc(C2=CSC3=NCCN23)cc1OC
→ 5%, ., ?
> CCCCCCNC(=O)CC(c1ccccc1)c1cc(Br)ccc1O (stereo not drawn)
→ ?, 5%[56.1 µM], 26µM*
> Nc1cccc(C(=O)OCC(=O)NC2CCCc3ccccc32)c1 (stereo not drawn)
→ 3%, 6%, 4%
> COc1ccc(C(=O)/C=C/Nc2ccc(C)cn2)cc1OC
→ ?, 4%[56.1 µM], ?
> Cc1ccc(-n2c(SCC(=O)NC3CCS(=O)(=O)C3)nc3ccccc3c2=O)cc1C (stereo not drawn)
→ ?, ., ?
> CC1CCCN(C(=O)C(=O)c2cn(CC(=O)N3CCCCCC3)c3ccccc23)C1 (stereo not drawn)
→ ?, 4%, -26%
> CN(C)CCCN1c2ccccc2Sc2ccc3ccccc3c21
→ ?, ., ?
> O=C(CCCCCn1c(=O)[nH]c2ccccc2c1=O)N1CCN(Cc2ccc3c(c2)OCO3)CC1
→ 13µM*, 4%, ?
> CCc1ccc(OCC(=O)Nc2ccc(Cl)c(-c3nc4cc(C)cc(C)c4o3)c2)cc1
→ -25%, ., ?
> CCOC(=O)N1CCC(NC(=O)CCC(=O)N2CC(C)Oc3ccccc32)CC1 (stereo not drawn)
→ -18%, 5%, -7%
> COc1ccccc1C(=O)Nn1c(C2CCC2)nc2ccccc2c1=O
→ 13µM*, 5%, ?
> COCc1nnc(NS(=O)(=O)c2ccccc2)s1
→ 0%, 3%, -14%
> NS(=O)(=O)c1ccc(CNC(=O)c2ccc(C(=O)c3ccccc3)cc2)cc1
→ -25%, 5%, ?
> O=C(Nc1cccc(-c2cnc3ccccc3n2)c1)c1ccco1
→ ?, 5%, 16µM*
> CC(C[N+](C)(C)C)OC(N)=O (stereo not drawn)
→ -2%&2%&1%, 2%, -11%&-4%&-2%
> Cn1c(=O)oc2cc(S(=O)(=O)N3CCC(C(=O)NCCc4ccccc4)CC3)ccc21
→ ?, ., 13%
> CC1CC(C)CN(C(=O)Cn2ncc3c([nH]c4ccccc43)c2=O)C1 (stereo not drawn)
→ ?, 2%, ?
> COc1ccc(CNC(=O)CCC(=O)Nc2nnc(C(C)C)s2)cc1
→ 2%, 5%, -9%
> O=C(CN1C(=O)/C(=C/c2ccc(F)cc2)SC1=S)N1CCN(CCc2ccccn2)CC1
→ 6.5µM*, 8%, 2.3µM*

Next records.
Results follow in this order: DT40 TDP1 CPT, TDP1 block, DT40 TDP1 no CPT
> COc1ccc(NC(=O)C2(c3ccc(NC(=O)c4ccc(OC(C)=O)cc4)cc3)CCCC2)cc1
→ -22%, 0%, -24%
> Cc1ccc2c(C)c(C(=O)NCCN3CCCC(O)C3)oc2c1C (stereo not drawn)
→ -20%, 0%, ?
> C=C(C)COc1ccc(-c2[nH]ncc2Oc2ccccc2OCC)c(O)c1
→ ?, 4%, -23%
> C#C[C@]1(OC(C)=O)CCC2C3CCC4=CC(=O)CCC4C3CC[C@]21C (stereo partly drawn)
→ 0.21µM*, 10%[56.1 µM], 16µM*

Bioassay records deposited in PubChem by National Center for Advancing Translational Sciences (NCATS).
